Pin1 inhibitor = human Pin1 inhibition; Q13526; Pin1 FP peptide displacement, HiFluor488, 10 min; Potency, µM (top dose mostly 115 µM), for inactives: at the highest dose activity, negative = inhibition, most hits filed as inhibitors; 390,000 tested, 0.009% active; AID 504891; active = well fitted inhibition curve with a large enough effect in the polarisation, with a control signal flat, not every such curve was filed as active; inconclusive = small, poorly fitted or top-dose-only effect, or effect the other way, or a change in a side signal; inactive = no such curve, though single readings can be large or run the other way; the % refers to the polarisation; also: potency is read from the fitted curve at half-maximal effect; % is scaled to controls: 0 for no effect and ±100 for the full control effect
Target sequence (Q13526 whole entry, looked up): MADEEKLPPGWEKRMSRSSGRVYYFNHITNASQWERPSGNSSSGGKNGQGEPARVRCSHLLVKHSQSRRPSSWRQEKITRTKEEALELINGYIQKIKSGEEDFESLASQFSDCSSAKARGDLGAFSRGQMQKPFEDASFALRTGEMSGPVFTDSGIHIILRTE
TrxR1 substrate = substrates of rat thioredoxin reductase 1; O89049; purified TrxR1 substrate turnover, NADPH consumption readout; Potency, µM (doses to about 114 µM), for the others: top-dose activity change, negative = substrate turnover; 390,000 tested, 0.01% active; also: potency is read from the fitted curve at half-maximal effect; % is scaled to controls: 0 for no effect and ±100 for the full control effect; nearly all actives have a fitted effect of over 50% in size
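Rat TrxR1, dispensed at 90 nM, was prereduced with 400 uM NADPH (final) for 5 min at ~22 deg C, then incubated with compound 15 min before 400 uM selenite. A first-read NADPH fluorescence drop versus no-compound background flagged substrates.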
PGK inhibitor = blocks T. brucei phosphoglycerate kinase | P07378 | Potency, µM (series often up to 57.5 µM), inactives show at the highest dose activity change, negative = inhibition, most hits filed as inhibitors | 380,000 tested, 0.043% active | PGK/GAPDH coupled, Kinase-Glo luminescence, 60 min; also: potency is read from the fitted curve at half-maximal effect; % is scaled to controls: 0 for no effect and ±100 for the full control effect; nearly all actives have a fitted effect of over 60% in size
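Luminescent ATP detection (Kinase-Glo Plus) follows a 60-minute room-temperature incubation, with wells lacking PGK as controls. Buffer: 100 mM TEA (pH 7.6), 5 mM MgCl2, 0.01% Tween-20. Coupling enzyme GAPDH (100 nM final) supplies unstable 1,3-BPG in-well.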
rTrxR1 inhibitor = rat TrxR1 inhibition. O89049. recombinant rTrxR1, NADPH fluorescence consumption, selenite substrate. Potency, µM (highest dose often 114 µM), for inactives: top-dose activity change, negative = inhibition, usual class: inhibitors. 390,000 tested, 1% active. AID 588453; also: potency is read from the fitted curve at half-maximal effect; % is scaled to controls: 0 for no effect and ±100 for the full control effect; nearly all actives have a fitted effect of over 65% in size
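Rat TrxR1 (90 nM in the dispensed reagent) was pre-reduced with 400 uM NADPH for 5 min at room temperature, then incubated with compound for 15 min. After 400 uM selenite was added, NADPH fluorescence (Ex 340/Em 450 nm) was followed for 8 min.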
HP1b binding inh = blocks HP1-beta chromodomain binding to methylated histone tails; Potency, µM (titrated, usually from 114 µM), inactives show at the highest dose activity change, negative = inhibition, most hits filed as inhibitors; P83916; AlphaScreen HP1-beta / biotin-H3K9me3 peptide binding; 390,000 tested, 0.56% active; also: potency is read from the fitted curve at half-maximal effect; nearly all actives have a fitted effect of over 70% in size; inactives centre near 23
Target sequence (P83916 whole entry, looked up): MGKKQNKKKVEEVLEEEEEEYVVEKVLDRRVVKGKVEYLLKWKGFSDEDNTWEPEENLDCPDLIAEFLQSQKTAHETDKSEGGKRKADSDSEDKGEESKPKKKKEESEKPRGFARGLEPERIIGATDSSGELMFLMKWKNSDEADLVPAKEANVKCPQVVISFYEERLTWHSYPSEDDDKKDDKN
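Compound inhibition of the preformed complex between 50 nM HP1-beta and 50 nM biotinylated H3K9me3 peptide was read by AlphaScreen. Buffer was PBS pH 7.4 with 0.01% Tween-20. Incubations ran 30 min at room temperature, with 10 ug/mL donor/acceptor beads.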
GLS inh = glutaminase GLS (human) inhibition. GLS enzymatic activity, qHTS titration. Potency, µM (doses to about 45.5 µM), inactives show at the highest dose activity change, negative = inhibition, hits mostly inhibitors. O94925. AID 624170. 410,000 tested, 0.21% active; also: potency is read from the fitted curve at half-maximal effect; % is scaled to controls: 0 for no effect and ±100 for the full control effect
Target sequence (O94925 whole entry, looked up): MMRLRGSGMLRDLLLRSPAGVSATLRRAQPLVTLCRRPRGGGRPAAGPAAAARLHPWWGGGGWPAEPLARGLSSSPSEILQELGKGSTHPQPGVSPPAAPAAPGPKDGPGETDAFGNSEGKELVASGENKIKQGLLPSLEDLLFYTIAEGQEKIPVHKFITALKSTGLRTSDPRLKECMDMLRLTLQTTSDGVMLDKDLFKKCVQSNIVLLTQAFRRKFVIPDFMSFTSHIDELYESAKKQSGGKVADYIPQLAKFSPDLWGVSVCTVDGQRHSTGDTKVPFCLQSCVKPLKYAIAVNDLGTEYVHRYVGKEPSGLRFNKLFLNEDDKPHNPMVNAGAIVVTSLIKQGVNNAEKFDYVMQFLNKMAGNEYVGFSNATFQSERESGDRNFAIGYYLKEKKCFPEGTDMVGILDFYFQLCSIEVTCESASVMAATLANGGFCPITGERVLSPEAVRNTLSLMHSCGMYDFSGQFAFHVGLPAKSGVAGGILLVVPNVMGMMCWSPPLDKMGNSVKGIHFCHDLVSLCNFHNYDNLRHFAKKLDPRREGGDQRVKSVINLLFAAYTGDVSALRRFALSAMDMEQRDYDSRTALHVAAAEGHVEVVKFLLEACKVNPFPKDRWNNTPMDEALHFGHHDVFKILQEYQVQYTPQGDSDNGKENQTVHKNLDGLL
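hKGA; 45 mM KH2PO4 pH 8.2 + 0.02% Tween-20; cpd via pin tool; 1 mM Gln soln; GluOx/HRP/Amplex Red; RT 30 min; fluor. t0 & final.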
PI4K2A block = PI4K2A (human) kinase inhibition; purified PI4K2A, ADP-Glo luminescence, 1 h; hits give low values; 420,000 tested, 0.13% active; AID 1346378; Q9BTU6; activity change, negative = inhibition, % at 76.9 µM; in the data active = activity change below about -50%; inconclusive = mostly about -30% to -49%;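 also: -100% = wells without enzyme as full effect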
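ADP-Glo luminescence measured ADP generated by PI4K2A enzyme (4 ug/mL before mixing) with 1.2 mM PI substrate (pre-mix) and 300 microM ATP (pre-mix). Tris pH7.5 buffer with MgCl2, Triton X-100; 1 h reaction at ambient temperature.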
USP1 inh = USP1/UAF1 (human) deubiquitinase inhibition; recombinant USP1/UAF1, Ub-Rhodamine cleavage fluorescence; Potency, µM (top dose mostly 57.1 µM), without a hit: at the top dose activity change, negative = inhibition, most hits filed as inhibitors; 390,000 tested, 0.23% active; AID 743255; also: potency is read from the fitted curve at half-maximal effect; % is scaled to controls: 0 for no effect and ±100 for the full control effect; nearly all actives have a fitted effect of over 60% in size; inactives centre near -12
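USP1/UAF1 complex (1 nM) preincubated 15 min at room temperature with compound, then Ub-Rho substrate (150 nM final) added. Kinetic fluorescence at 480/540 nm over 6 reads at 60 s intervals; 50 mM HEPES pH 7.8, 0.5 mM EDTA, 0.1 mg/ml BSA, 1 mM TCEP, 0.01% Tween-20.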
IDH1 R132H inh = human IDH1 R132H inhibition; O75874; IDH1-R132H enzyme, NADPH consumption, diaphorase/resazurin fluorescence; Potency, µM (titrated, usually from 76.6 µM), without a hit: at the top dose activity change, negative = inhibition, hits mostly inhibitors; 390,000 tested, 0.093% active; AID 602179; also: potency is read from the fitted curve at half-maximal effect; % is scaled to controls: 0 for no effect and ±100 for the full control effect; nearly all actives have a fitted effect of over 65% in size
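IDH1-R132H (0.5 ug/mL dispensed) in pH 7.5 Tris buffer was preincubated 30 min with compound, then given a substrate mix of 0.016 mM NADPH and 2 mM alpha-KG for 80 min at room temperature; remaining NADPH was read by diaphorase/resazurin fluorescence.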
* hit, by the source's call; i = inactive; ? = inconclusive; / = no result given; [ ] = remark or other dose. Unless noted, calls follow the shape of the dose curve; as a rule, active = well fitted curve in the direction sought with a large enough effect; inconclusive = small, poorly fitted or top-dose-only effect, or another doubt; inactive = no such curve, though single readings can be large; an effect the other way counts as inactive or inconclusive. Not all compounds are listed; rates above refer to the full screens.

compound | rTrxR1 inhibitor | Pin1 inhibitor | PI4K2A block | TrxR1 substrate | HP1b binding inh | PGK inhibitor | USP1 inh | IDH1 R132H inh | GLS inh
CCC(Oc1ccccc1)C(=O)Nc1cc(-c2ccccc2F)nn1-c1ccccc1 (centres undefined) | 10%[57.1 µM] | ? | 3 | -5%[57.1 µM] | 13%[57 µM] | 9% | 3% | 3% | -12%
NC(=O)c1nsc(C(=O)N(c2ccc3c(c2)OCO3)C(C(=O)NCC2CCCO2)c2ccc(F)cc2)c1N (centres undefined) | 0%[57.1 µM] | -6% | -1 | 9%[57.1 µM] | 32% | 2% | -17% | 8% | 13%
CCN(C(=O)COC(=O)CCc1ccccc1)c1ccccc1 | -3% | -5% | 2 | -3% | 33% | 11% | ? | -2% | 4%
O=C(OCc1cn(-c2ccc(Cl)cc2)nn1)c1ccccc1 | 8% | 14% | 0 | -2% | 38% | -4% | 0% | 3% | 7%
Cc1ccc(C)c(NC(=O)CN(C)C(=O)CSCc2c(C)noc2C)c1 | 7% | -7% | 3 | 1% | 23% | 2% | -23% | 1% | 0%
Cc1cccc(OCc2nnc(SCC(=O)Nc3cccc(C(=O)N4CCOCC4)c3)o2)c1C | 1% | 9% | 1 | -8% | 12% | -1% | -5% | -1% | -16%
C=CCOc1cccc(C2/C(=C(/O)c3ccc(C)cc3)C(=O)C(=O)N2CCN2CCOCC2)c1 (centres undefined) | ? | -11% | -7 | 2% | 53%[activator] | -6% | -12% | 8% | 5%
COc1ccc(CNC(N)=O)cc1OC | -58% | -3% | 6 | 10% | 38% | 5% | -2% | 5% | 12%
NC(=O)CNC(=O)[C@@H]1CC2(CC(c3cccc([N+](=O)[O-])c3)=NO2)CN1C(=O)c1ccccc1 (some centres undefined) | 23% | -3% | -1 | 10% | 14% | 1% | -26% | -11% | 8%
CC(NC(=O)CN(C)CC(=O)Nc1ccc(Cl)c(C(F)(F)F)c1)c1ccccc1 (centres undefined) | 1% | -2% | -3 | -8% | 19% | 2% | -19% | 3% | 3%
CCOC(=O)Nc1ccc(S(=O)(=O)NC2CCCCC2)cc1 | 11% | -1% | 2 | 2% | 0% | 6% | -20% | -4% | 14%
O=C(NC1CCSc2ccccc21)c1ccccc1F (centres undefined) | -10% | 0% | 3 | -4% | 45%[activator] | 5% | -4% | 0% | 6%
CC(=O)NC(CC(=O)OCC(=O)NCCc1ccccc1)c1ccccc1 (centres undefined) | 0% | 0% | -2 | -7%[57.1 µM] | 22% | i | -17% | 3% | -7%
CCCCN1C(=O)c2ccc(C(=O)Nc3c(N)n(CCCC)c(=O)n(C)c3=O)cc2C1=O | 0%[11.4 µM] | 3% | -19 | 6%[11.4 µM] | 2% | -15% | 5% | 1% | 14%
O=C(NCC(=O)N(CCN1CCOCC1)C(C(=O)NC1CCCC1)c1ccccc1)c1cccs1 (centres undefined) | 1% | 0% | 0 | -5% | 18% | -10% | -10% | -8% | -3%
CCN(Cc1ccccc1)C(=O)CCS(=O)(=O)c1ccc2c(c1)NC(=O)CO2 | 5% | -5% | -6 | -3% | -10% | -5% | -20% | -14% | 4%
CCOC(=O)C1OC1(c1ccccc1)c1ccccc1 (centres undefined) | 21%[57.1 µM] | 2% | 1 | -4%[57.1 µM] | 20% | -10% | -15% | 4% | -9%
Cc1ccccc1N1C(=O)C(Cl)=C(N2CCN(c3ccccc3)CC2)C1=O | -5% | 21% | 19 | -2% | ? | -9% | -21% | 3% | 10%
COc1cc(NC(=O)c2c(F)cccc2F)c(Cl)cc1Cl | 17%[57.1 µM] | -5% | -1 | 27% | 5% | -1% | 1% | 0% | 0%
CCOc1cc(-c2nc(-c3ccc(-c4ccc(C)cc4)nc3OC)no2)cc(OCC)c1OCC | 26% | -2% | 1 | 13% | 33% | -5% | 7% | 10% | 0%
COc1ccc(-c2nnc3sc(C4CCCCC4)nn23)cc1OC | -15% | -4% | -4 | -10% | 7% | -7% | -16% | -1% | -1%
O=C(C1CCN(S(=O)(=O)c2cccc3nonc23)CC1)N1CCN(c2ccc(F)cc2)CC1 | 2% | 8% | -19 | -7% | -16% | -1% | -7% | 3% | 6%
CCC(=O)N(Cc1cc2ccccc2[nH]c1=O)c1ccc(OC)cc1 | -3%[57.1 µM] | -8% | 9 | 5%[57.1 µM] | 8% | 6% | -2% | -4% | 1%
CCn1c(=O)n(CC(=O)NC2CCCC(C)C2C)c(=O)c2ccccc21 (centres undefined) | 4%[57.1 µM] | 2% | -2 | 6%[57.1 µM] | 36% | -3% | -11% | 5% | 8%
OC(CNCC1CCCCC1)COc1ccccc1 (centres undefined) | 19% | -2% | 5 | 2% | 21% | -9% | -19% | 8% | 5%
CC1(C)Cc2nc3sc4c(SCC(=O)NCc5ccco5)ncnc4c3cc2CO1 | ? | 45%[activator] | -17 | -6%[57.1 µM] | 16% | i | -20% | 3% | -5%
CCN(Cc1ccncc1)C(=O)c1cc(COc2c(F)cccc2F)on1 | -1% | 1% | -4 | -2% | 19% | 1% | -18% | 0% | 5%
CC(NC(=O)NC1CCCCC1)C(c1cccs1)N1CCN(Cc2ccccc2)CC1 (centres undefined) | 14%[57.1 µM] | -3% | 3 | 10%[57.1 µM] | 23% | -8% | -32% | 6% | 3%
COc1ccc(-n2c(=O)c3ccc(C(=O)NCc4ccc(C)cc4)cc3n(Cc3ccc(C)cc3)c2=O)cc1 | 22% | 0% | 4 | 1% | 42%[activator] | -2% | -22% | 10% | 2%
CCCCN(C(=O)c1c(C)noc1C)c1c(N)n(CCCC)c(=O)[nH]c1=O | -1% | ? | -3 | 7% | 20% | -8% | -14% | 21% | 2%
COc1ccccc1C(=O)NNC(=O)c1sccc1-n1cccc1 | 27% | -6% | 3 | -1% | 45%[activator] | i | -18% | 8% | -8%
Cc1nc(CCNC(=O)c2ccccc2)cs1 | 18% | 4% | -11 | 9% | 14% | -2% | -13% | 14% | 5%
O=C(c1n[nH]c(=O)c2ccccc12)N1CCN(c2ccccc2Cl)CC1 | 2% | 0% | -1 | -4% | 17% | i | -22% | 3% | 0%
CC(C)(C)c1ccc(C(=O)c2c[nH]c(C(=O)NCC3CCCO3)c2)cc1 (centres undefined) | 11%[57.1 µM] | 1% | 0 | 0% | 20% | -6% | -16% | 2% | -6%
Cc1ccc(NC(=O)CCC(=O)N2CCSc3ccccc32)cc1Cl | 8% | 3% | 4 | -2% | 11% | 5% | -7% | 1% | -10%
CN(C)CCN(C(=O)c1ccc(N2C(=O)CCC2=O)cc1)c1nc2cc3c(cc2s1)OCO3 | ? | 1% | -3 | 2% | 18% | 0% | -27% | 6% | 0%
CCCCC[C@H](O)/C=C/[C@@H]1[C@@H](C/C=C\CCCC(=O)O)[C@H]2CO[C@@H]1C2 | 4% | -2% | 2 | -6% | 4% | -1% | 15% | 10% | 12%
COc1ccc(-c2csc(Nc3ncccc3C)n2)cc1OC | 8% | 1% | -1 | 3% | -4% | 9% | -14% | 6% | 1%
Cc1c(-c2nsc(NC(=O)c3cccs3)n2)nnn1-c1ccc(Br)cc1 | 32%[57.1 µM] | 22% | -13 | 11%[57.1 µM] | 37%[activator] | -2% | -20% | 8% | 1%
N=c1c(C(=O)NC2CCCC2)cc2c(=O)n3ccccc3nc2n1Cc1ccccc1 | 15% | 5% | -2 | 19% | 35% | 0% | -4% | 5% | -2%
Cc1ccccc1C(=O)N1CCC(C(=O)Nc2ccc(F)cc2F)CC1 | 22% | -1% | 1 | 6% | 27% | -3% | ? | -6% | 0%
COc1ccc(C(=O)N/N=C2\SCC(=O)N2Cc2ccc3c(c2)OCO3)c(OC)c1 | 5% | 79%[activator] | -1 | -7% | 30% | -4% | -4% | -2% | -17%
COc1ccc(CCNC(=O)c2nnn(CC(=O)Nc3c(C)cc(C)cc3C)c2N)cc1OC | 16% | 10% | 6 | 0% | 15%[57 µM] | -3% | -13% | -5% | 2%
CC1=CC(=O)CC(C)(C)[C@@]1(O)/C=C/[C@@H](C)O[C@@H]1O[C@H](CO)[C@@H](O)[C@H](O)[C@H]1O | 12% | -8% | 0 | 1% | 20% | i | -3% | 14% | 5%
CN(CC(=O)Nc1cccc(F)c1)C(=O)CN1C(=O)NC2(CCCC2)C1=O | 1% | -3% | 1 | -1% | 32% | -6% | -8% | -11% | -2%
CCc1noc(C)c1C(=O)NNC(=O)c1nn(CC)c(=O)c2ccccc12 | -7% | 9% | -3 | -11% | 35% | 0% | -22% | 2% | 18%
Nc1nc(C23CC4CC(CC(Cl)(C4)C2)C3)cs1 | 13% | 6% | 2 | 4% | 9% | -1% | -22% | 0% | 11%
Nc1nc(Nc2cccc(F)c2)nc(NCc2ccco2)c1[N+](=O)[O-] | 7% | 4% | -18 | 2% | -1% | i | -10% | ? | 3%
CC1CCN(S(=O)(=O)c2ccc3c(c2)N(CC(=O)NCC(C)c2ccccc2)C(=O)CO3)CC1 (centres undefined) | 10% | -2% | 2 | -2% | 18% | -2% | -19% | -7% | -4%
Cc1cc(C(F)(F)F)c2c(n1)sc1c(O)cc(=O)[nH]c12 | 19% | -25% | 8 | 4% | 8% | / | -3% | -5% | 4%
COc1ccc(CNc2nc3c(c(=O)[nH]c(=O)n3C)n2Cc2ccccc2C)cc1 | 16% | ? | -2 | -6% | 8% | -4% | -17% | -5% | 8%

Screening results (PubChem BioAssay)
